Assay outcomes (PubChem BioAssay)
PLCg1 inh: blocks human PLC-gamma1 enzyme activity; P19174; purified PLC-gamma1, fluorogenic substrate, fluorescence; inhibition, % at 12.2 µM; 370,000 compounds, 0.84% hits; in the data active = inhibition above about 9.5%
Tn6 DDE FP: DD(E)-Tn6 binding inhibition, primary FP screen. P02675. Fibrin DD(E) TRITC-Tn6 fluorescence polarization displacement. inhibition, % at 8.3 µM. 370,000 compounds, 0.21% hits. AID 720509;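 active = inhibition above a per-campaign cutoff: mean of compounds within control limits plus 3 SD, cut at about 15% in these data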;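 note: 0% = median of all compound wells on the plate and 100% = blocking peptide control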
ADAM17 inh: ADAM17 inhibition, QFRET primary screen; 370,000 compounds, 0.83% hits; inhibition, % at 6.95 µM; AID 720648; recombinant ADAM17, EDANS/DABCYL FRET peptide cleavage;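 active = inhibition above the mean of compounds lying between control limits plus 3 SD, set per campaign, cut at about 8.5% in these data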;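 note: 0% = DMSO-only wells as the low control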
ASAP1 GAP inh: inhibitors of human ASAP1 ArfGAP activity; ASAP1-stimulated ARF1 GTP hydrolysis, GDP FP detection; Q9ULH1; AID 624377; inhibition, % at 16.5 µM; 360,000 compounds, 0.19% hits; in the data active = inhibition above about 25%;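 note: 0% = vehicle with enzyme and substrate and 100% = no enzyme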
UHRF1 binding: human UHRF1 methylated DNA binding inhibitors | Q96T88 | UHRF1 binding to methylated oligo, TR-FRET | inhibition, % at 4.4 µM | 370,000 compounds, 0.75% hits | AID 687016; in the data active = inhibition above about 21%;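 note: UHRF1 SRA domain binding a hemimethylated CpG hairpin DNA probe; 0% = median of test compound wells and 100% = reference inhibitor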
Tn7 DDE FP: DD(E)-Tn7 binding inhibition, primary FP screen | P02675 | FP displacement of FITC-Tn7 peptide from fibrin DD(E); 0% = median of compound wells per plate | inhibition, % at 8.3 µM | 370,000 compounds, 0.13% hits;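 active = inhibition above the mean of compounds falling within the control limits plus 3 SD of them, cut at about 14% in these data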;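 note: 0% = plate median of compound wells and 100% = 10 µM Aha-Tn7 peptide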
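Assay system: Human fibrin DD(E) protein | Medium: Tris buffer with calcium and detergent, pH 7.8 | Reagent: 0.1 µM fluorescent Tn7 | Compound dosing: Single point at 8.3 µM | Times: 10 min preincubation, 3 h with tracer, room temperature | Detection: Fluorescence polarization of the labelled Tn7 tracer | Controls: Aha-Tn7 high control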
MBD2 DNA inh: blocks human MBD2 binding to methylated DNA; 370,000 compounds, 0.31% hits; Q9UBB5; inhibition, % at 4.4 µM; AID 686964; TR-FRET, MBD2 binding to methylated oligonucleotide; in the data active = inhibition above about 13%
Target sequence (Q9UBB5 whole entry, looked up): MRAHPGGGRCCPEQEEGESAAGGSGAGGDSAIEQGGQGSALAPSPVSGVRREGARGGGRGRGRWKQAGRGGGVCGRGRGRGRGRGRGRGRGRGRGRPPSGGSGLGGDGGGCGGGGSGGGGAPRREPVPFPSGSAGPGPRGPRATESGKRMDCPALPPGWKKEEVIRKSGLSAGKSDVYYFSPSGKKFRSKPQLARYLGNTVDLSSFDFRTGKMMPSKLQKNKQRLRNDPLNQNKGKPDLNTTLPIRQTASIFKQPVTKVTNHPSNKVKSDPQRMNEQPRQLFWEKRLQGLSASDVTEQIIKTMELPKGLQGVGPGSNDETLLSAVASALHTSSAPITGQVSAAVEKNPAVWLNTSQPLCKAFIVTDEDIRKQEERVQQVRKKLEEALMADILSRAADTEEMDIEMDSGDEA
proKLK7 act: proKLK7 (human) activation, primary screen | P49862 | purified proKLK7, EDANS-DABCYL substrate fluorescence; 100% is mature enzyme control, 0% vehicle | activation, % at 7 µM | 370,000 compounds, 0.9% hits | AID 652039;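 active = activation above the mean of all tested compounds plus 3 SD, computed per campaign excluding outliers beyond control limits, cut at about 13% in these data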
Target sequence (P49862 whole entry, looked up): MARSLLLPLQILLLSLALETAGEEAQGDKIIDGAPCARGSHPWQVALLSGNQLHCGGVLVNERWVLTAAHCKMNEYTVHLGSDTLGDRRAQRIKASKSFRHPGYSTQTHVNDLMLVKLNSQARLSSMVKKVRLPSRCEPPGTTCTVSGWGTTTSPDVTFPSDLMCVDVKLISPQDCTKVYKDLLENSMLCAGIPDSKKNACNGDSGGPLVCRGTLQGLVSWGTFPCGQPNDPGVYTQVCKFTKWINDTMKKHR
PLC-beta3 inh: PLC-beta3 (human) inhibition, primary screen. 370,000 compounds, 0.18% hits. Purified PLC-beta3, fluorogenic substrate, fluorescence. inhibition, % at 12.2 µM. AID 720704. Q01970; in the data active = inhibition above about 11%;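 note: 0% = median of compound wells on plate and 100% = full blocker control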
ARFGAP1 inhibitor: inhibitors of rat ARFGAP1; Arfgap1-stimulated ARF1 GTP hydrolysis, GDP FP detection; inhibition, % at 16.5 µM; 360,000 compounds, 0.26% hits;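 active = inhibition above a per-plate limit, mean inhibition of low control wells plus 3 SD, cut at about 25% in these data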;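 note: 0% = DMSO wells with enzyme and 100% = wells lacking Arfgap1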
Target sequence (Q62848 1-136 limits assumed): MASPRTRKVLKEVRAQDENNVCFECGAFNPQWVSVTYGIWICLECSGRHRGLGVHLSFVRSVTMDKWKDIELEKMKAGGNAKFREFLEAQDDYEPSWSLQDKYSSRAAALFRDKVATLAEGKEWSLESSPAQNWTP
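material = rat Arfgap1 catalytic domain, aa 1-136 | also added = human ARF1(Δ1-17)-GTP substrate | compound dosing = one concentration, 16.5 µM, DMSO 1.26% | times = GTP hydrolysis reaction 2 h at 25 °C | measured by = FP, GDP Alexa 633 tracer displaced from anti-GDP antibody, 620/688 nm | evaluation = percent inhibition of Arfgap1-stimulated GTP hydrolysis | replication = single well per compound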
* = called active by the depositor; / = not tested or not shown.

entry	Molecule	PLC-beta3 inh	PLCg1 inh	proKLK7 act	ADAM17 inh	MBD2 DNA inh	ASAP1 GAP inh	Tn7 DDE FP	Tn6 DDE FP	ARFGAP1 inhibitor	UHRF1 binding
1	COc1ccc(S(=O)(=O)N(CCc2ccccc2)CC(=O)NCCCO)cc1	4	1	0.8	3	2	2	0	1	0	-3
2	COc1ccccc1CNC(=O)CSc1n[nH]c(N)n1	-1	3	-0.5	1	3	8	0	-1	8	5
3	COc1ccc(C(=O)N/N=C(\C)c2cccc(NC(=O)c3ccc(F)cc3)c2)c(OC)c1	-10	-5	-0.3	-2	4	6	1	1	-4	-1
4	CN1CCN(c2ccc(CNC(=O)C3Cc4c(-c5ccc6c(c5)OCO6)ccnc4O3)cc2)CC1 (configuration not stated)	-5	-3	-0.6	-6	1	1	7	1	0	5
5	C=CCNC(=S)NNC(=O)C(CCCC)CC(O)COCC(C)C (configuration not stated)	0	1	-0.2	-8	0	-2	5	-3	-1	3
6	O=C1C=C(c2cccc3c2Oc2ccccc2S3)C[C@@H](c2ccc(Cl)cc2)C1	5	-1	-0.1	1	-1	-4	-2	-2	4	1
7	C[C@]12C(=O)N(c3cccc(F)c3)C(=O)N1[C@H]1c3ccccc3OC[C@@H]1[C@H]2c1ccccc1	1	1	0.0	5	-7	0	0	0	-11	-1
8	C/C(=N\NS(=O)(=O)c1ccc(C)cc1)c1cccs1	2	2	0.3	0	-1	-4	7	11	4	0
9	COc1cccc(C(=O)C2CCCN(C(=O)c3ccccc3Cl)C2)c1 (configuration not stated)	-6	-4	-0.2	-4	-4	-14	-3	8	-6	2
10	COc1ccc(C2=NN(C(=O)CSc3ncccn3)C(c3ccc(OC)cc3)C2)cc1 (configuration not stated)	1	2	0.5	7	-10	0	-1	-2	7	1
11	O=C(COC(=O)CCN1C(=O)c2cccc([N+](=O)[O-])c2C1=O)NCc1ccccc1	-10	-2	0.0	-2	3	14	1	-1	5	3
12	O=C(Cc1ccc(Cl)cc1)N/N=C/c1ccc(O)c(O)c1	-16	-17	-8.2	-9	1	-1	0	12	-1	1
13	CC(C)CSc1nc2ccccc2[nH]1	0	2	0.2	4	4	-2	2	1	5	0
14	O=C(/C=C/c1ccccc1[N+](=O)[O-])N1CCN(C(=O)c2ccco2)CC1	-4	1	0.4	-4	-1	-5	0	3	-10	-1
15	CN(CCC#N)C(=O)COC(=O)c1ccc(Cl)c(S(N)(=O)=O)c1	2	4	-0.8	2	-1	18	2	5	-3	0
16	CC1=C(C(=O)N(C)C)CC(CC(=O)NCc2cccs2)C(=O)N1CCCN1CCCC1=O (configuration not stated)	0	1	0.3	-3	4	0	-1	-9	-3	7
17	O=C(NCc1cccnc1)c1cnc2ccccc2n1	-4	-1	0.8	-3	1	10	1	-1	-1	0
18	COc1ccc(OC)c(N/C(N)=N/c2nc(C)cc(C)n2)c1	-5	1	-0.3	-5	3	-14	5	4	-1	6
19	Cc1cccc(OCC(=O)NC2CC(C)(C)NC(C)(C)C2)c1	-3	-1	0.2	-1	-1	11	-10	6	4	2
20	CCOc1ccc(C(c2c(C)n(C)n(-c3ccccc3)c2=O)c2c(C)n(C)n(-c3ccccc3)c2=O)c(O)c1	-2	5	-0.5	1	0	-10	2	12	-2	-3
21	COc1ccc(-c2nnn(CC(=O)N(CC3CCCO3)C(C(=O)NC(C)(C)C)c3ccco3)n2)cc1OC (configuration not stated)	-2	0	0.2	2	-3	-8	7	-5	2	1
22	CSc1ncc(Cl)c(C(=O)Nc2ccc(S(=O)(=O)N3CCOCC3)cc2)n1	3	3	-0.1	-3	1	9	-5	-3	7	1
23	O=c1cc(N2CCCCC2)c(-c2ccccc2)nn1Cc1ccccc1	-15	-9	-0.1	6	-3	4	3	-13	-5	6
24	Cc1cc(Cl)ccc1C1=CC(=O)C[C@H](c2ccc(F)cc2)C1	-5	3	0.5	8	-6	-4	-9	6	3	2
25	CCCCCSc1ncccc1C(=O)O	-5	-3	-0.6	0	0	-1	6	4	5	-1
26	CC(C)COCC1CC2(CC(C)C(=O)CC2=O)C(=O)O1 (configuration not stated)	-2	-3	-0.3	-2	-5	-8	0	9	3	-3
27	O=C(NC1CCN(c2ncccn2)CC1)c1c(F)cccc1F	-13	-8	-0.2	-8	4	6	1	2	-8	0
28	COC(=O)[C@]12C[C@H](CC(=O)N3CCN(C(=O)C4CC4)CC3)C(=O)N(CCC3=CCCCC3)C1=C[C@H](C1CCCC1)O[C@@H]2C	-4	-2	0.4	-1	7	/	-5	-6	/	0
29	CC(COc1ccc(C(C)C)cc1)NC(=O)c1ccc(Br)o1 (configuration not stated)	-6	-4	-0.6	1	1	18	0	-6	13	1
30	COc1ccc(C(=O)COC(=O)/C=C/c2ccccc2[N+](=O)[O-])cc1	-3	-1	-0.3	1	0	8	2	-6	-8	2

An excerpt from above in order of the ADAM17 inh value, rising:
#	smiles	PLC-beta3 inh	PLCg1 inh	proKLK7 act	ADAM17 inh	MBD2 DNA inh	ASAP1 GAP inh	Tn7 DDE FP	Tn6 DDE FP	ARFGAP1 inhibitor	UHRF1 binding
22	CSc1ncc(Cl)c(C(=O)Nc2ccc(S(=O)(=O)N3CCOCC3)cc2)n1	3	3	-0.1	-3	1	9	-5	-3	7	1
6	O=C1C=C(c2cccc3c2Oc2ccccc2S3)C[C@@H](c2ccc(Cl)cc2)C1	5	-1	-0.1	1	-1	-4	-2	-2	4	1
10	COc1ccc(C2=NN(C(=O)CSc3ncccn3)C(c3ccc(OC)cc3)C2)cc1 (configuration not stated)	1	2	0.5	7	-10	0	-1	-2	7	1

Further entries
entry	Molecule	PLC-beta3 inh	PLCg1 inh	proKLK7 act	ADAM17 inh	MBD2 DNA inh	ASAP1 GAP inh	Tn7 DDE FP	Tn6 DDE FP	ARFGAP1 inhibitor	UHRF1 binding
31	O=[N+]([O-])c1cccc(S(=O)(=O)c2ccc(N3CCCCC3)c([N+](=O)[O-])c2)c1	3	3	0.0	4	0	10	3	-2	-21	0
32	COC(=O)c1ccc2nc(NC(=O)C3CC3)sc2c1	-4	0	0.1	0	0	-3	-5	2	13	-1
33	O=C(Nc1ccccc1C(=O)NC(Cc1ccccc1)C(=O)NC1CCCCCC1)c1ccccc1 (configuration not stated)	-7	-1	-2.6	1	1	-4	-4	10	7	-2
34	CN(C)c1cc[n+](CCC(=O)Nc2cccc([N+](=O)[O-])c2N)cc1	1	3	-0.1	0	-10	5	0	4	-4	-11
35	CCc1ccc(OCC(=O)NC(=S)Nc2ccc(C(C)=O)cc2)c(Br)c1	5	1	-0.3	1	7	7	-8	-5	4	24*
36	CS(=O)(=O)N1CCC(Oc2ccccc2C(=O)NC2CCOC2)CC1 (configuration not stated)	7	12*	-0.9	4	-5	8	-7	2	20	2
37	O=C(COc1ncnc2ccccc12)NC1CCS(=O)(=O)C1 (configuration not stated)	-1	10*	0.1	1	-3	7	0	1	1	1
38	COC(=O)[C@H]1C[C@@]2(N3CCCC3)c3ccccc3N[C@H]2N1S(C)(=O)=O	-3	-3	-0.9	-2	2	/	-2	8	/	0
39	CCc1c(C)nc2c(-c3ccccc3)c[nH]n2c1=O	-205	-182	-40	-62	1	5	2	-2	16	4
40	O=C(C1Cc2ccccc2CN1C(=O)c1ccco1)N1CCN(c2ccccc2)CC1 (configuration not stated)	-8	-4	0.3	-1	-4	0	-5	4	-4	-1
41	Cc1sc(N)nc1-c1c(C)n(C)c2ccccc12	-11	-2	0.0	1	-5	-11	1	-4	6	3
42	CCOc1ccc(NC(=O)Cc2cccc3ccccc23)c([N+](=O)[O-])c1	0	7	0.1	2	0	5	-8	-1	10	1
43	O=S(=O)(NCCCN1CCOCC1)c1ccc(F)c(Cl)c1	-5	-1	-0.1	-3	0	-2	4	5	2	1
44	COC(=O)c1ccc(-c2ccc(/C=N/N3C(=O)C4C5C=CC(C6CC56)C4C3=O)o2)cc1 (configuration not stated)	-8	-6	-0.2	-6	-1	15	0	5	13	18
45	O=C(O)CSc1nnnn1-c1ccccc1	-75	1	0.1	-1	-2	3	5	4	-12	-1
46	COc1cccc(-n2c(SC)nnc2-c2cnccn2)c1	0	-3	-0.5	-1	0	10	2	-6	10	1
47	O=C(/C=C/Sc1ccccc1)c1ccccc1	2	3	0.0	0	1	-1	7	4	1	0
48	CCCCNC(=O)C1(C)CCN1C(=O)c1cc(F)ccc1C (configuration not stated)	9	7	-0.6	-2	3	-3	0	2	9	6
49	C=CCCC1CN(Cc2ccc(OC)cc2)S(=O)(=O)c2c(Oc3cc(C)c(C)c(C)c3)cccc2O1 (configuration not stated)	-3	3	0.3	1	-4	9	-1	1	1	1
50	CCOC(=O)c1ccc(S(=O)(=O)N2CCN(C(=O)c3cc(=O)c4ccccc4o3)CC2)cc1	-2	5	0.3	4	-4	-11	-3	-6	5	5
51	O=c1c2ccccc2[nH]c(=S)n1Cc1cccnc1	4	-1	0.0	-2	8	-4	1	-3	7	6
52	O=C(O)C1OC1(c1ccccc1Cl)c1ccccc1Cl (configuration not stated)	3	-2	0.1	-5	2	-13	1	1	-16	0
53	O=C(Nc1ccc(O)c2c(=O)cc(-c3ccccc3Cl)oc12)c1ccc(F)cc1	-2	0	0.8	-4	0	4	-2	-3	-10	-4
54	CC(C)C[C@H](NC1(C(=O)NCCc2c[nH]c3ccccc23)CCOCC1)C(=O)NCCCc1ccccc1	0	5	/	-3	5	/	6	-3	/	3
55	COc1ccc(CN(C)CC(=O)NC(=O)Nc2ccccc2F)cc1	-6	1	-0.3	-1	1	6	8	0	12	1
56	Cc1cc(F)ccc1S(=O)(=O)N1CCCOC1CNC(=O)C(=O)NCCC1=CCCCC1 (configuration not stated)	3	3	0.9	0	2	2	-1	4	-4	-1
57	C=CCn1c(CNc2ccc(C)cc2)nnc1SCC(=O)N/N=C/c1ccc(O)cc1	5	6	0.4	2	-1	-6	3	-2	-5	0
58	COc1cc(-c2[nH]nc3c2C(c2ccco2)C(C#N)=C(N)O3)cc(OC)c1OC (configuration not stated)	-8	-1	2.4	-3	1	6	-5	-1	2	6
59	COC(=O)CNC(=O)Cn1cnc2sc(C)c(S(=O)(=O)N3CCN(c4ccccc4OC)CC3)c2c1=O	-6	-1	0.3	-1	3	5	5	1	0	2
60	CCOC(=O)c1c(NC(=O)COC(=O)Cn2cnc3ccccc32)sc2c1CCC(C)C2 (configuration not stated)	5	5	0.1	5	3	16	-14	-1	5	-2
61	Cc1cccc(C(=O)c2c[nH]cc2-c2ccccc2)c1	-3	0	0.1	2	2	-5	8	3	2	-2
62	O=C(/C=C/c1ccco1)N1CCN(c2ncccn2)CC1	-1	2	0.1	4	0	1	-6	9	10	2
63	CCN1C(=O)C(CC(=O)Nc2ccc(F)cc2)N(CCCN2CCN(c3ccc(F)cc3)CC2)C1=S (configuration not stated)	1	1	0.7	1	0	4	4	-6	2	1
64	CCN(CCO)C(=O)c1ccc2oc(Cc3ccc(Cl)cc3)nc2c1	0	4	-0.2	0	-1	-17	-1	7	6	4
65	CC(C)[C@H](NC(=O)c1ccc(Cl)c([N+](=O)[O-])c1)C(=O)O	-5	-1	-0.1	-2	2	5	8	1	-8	17
